Sm TGR block: qHTS Assay for the Inhibitors of Schistosoma Mansoni Peroxiredoxins; Potency, µM (series often up to 114 µM), without a hit: at the top dose activity change, negative = inhibition, usual class: inhibitors; Schistosoma mansoni thioredoxin glutathione reductase (TGR), Q962Y6; actives 3% (n = 360,000); purified TGR, DTNB reduction, TNB absorbance 405 nm; also: potency is read from the fitted curve at half-maximal effect; % is scaled to controls: 0 for no effect and ±100 for the full control effect; nearly all actives have a fitted effect of over 60% in size
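First, TGR (20 nM dispensed) and NADPH were mixed with compound. Second, a 15 min room-temperature incubation followed. Third, further NADPH and then DTNB were added to start the reaction. Finally, TNB absorbance was monitored kinetically.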
FBPA Giardia inh: qHTS Assay for Inhibitors of Fructose-1,6-bisphosphate Aldolase from Giardia Lamblia. purified Giardia FBPA. Potency, µM (series often up to 59.6 µM), without a hit: at the highest dose activity, negative = inhibition, most hits filed as inhibitors. actives 0.71% (n = 290,000); also: potency is read from the fitted curve at half-maximal effect; % is scaled to controls: 0 for no effect and ±100 for the full control effect; nearly all actives have a fitted effect of over 55% in size
Target sequence (A8B2U2 whole entry, looked up): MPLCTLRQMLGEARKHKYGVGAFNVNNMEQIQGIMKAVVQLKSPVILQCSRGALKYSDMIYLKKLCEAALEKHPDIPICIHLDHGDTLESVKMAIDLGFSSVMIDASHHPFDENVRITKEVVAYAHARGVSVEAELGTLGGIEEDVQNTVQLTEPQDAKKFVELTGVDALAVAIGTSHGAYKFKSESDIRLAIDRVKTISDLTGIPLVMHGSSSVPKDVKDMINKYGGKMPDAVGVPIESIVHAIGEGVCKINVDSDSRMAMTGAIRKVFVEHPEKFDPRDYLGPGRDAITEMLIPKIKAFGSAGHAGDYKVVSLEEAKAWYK
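40 nM FBPA preincubated 10 min at RT with compound (up to 57.5 uM final), then substrate plus GAPDH/TPI/NAD/arsenate coupling and diaphorase/resazurin added. Fluorescence read after 20 min at RT, 525/598 nm.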
Pf growth 96h: Primary qHTS for delayed death inhibitors of the malarial parasite plastid, 96 hour incubation | P. falciparum luciferase reporter growth, 96 h | Potency, µM (doses to about 28.7 µM), for the others: at the top dose activity change, negative = inhibition, hits mostly inhibitors | actives 6.9% (n = 320,000) | AID 504834, 2011; also: potency is read from the fitted curve at half-maximal effect; % is scaled to controls: 0 for no effect and ±100 for the full control effect
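Delayed-death screen, second-generation endpoint: infected erythrocytes, 2% hematocrit, 0.05% parasitemia final; 96 hours at 37 C, 5% CO2; luciferase detection reagent; luminescence decrease equals reduced growth.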
Shiga toxin inh: A qHTS for Small Molecule Inhibitors of Shiga Toxin; Vero cells, Shiga toxin protein synthesis inhibition reporter; inhibition, % at 38.7 µM; actives 9.2% (n = 290,000); in the data active = inhibition mostly above about 28%, no sharp cut-off; inactive = mostly below about 43%; also: 0% is about no effect
CHX counter: Cycloheximide Counterscreen for Small Molecule Inhibitors of Shiga Toxin; cell reporter, cycloheximide protein synthesis inhibition counterscreen; max response, %; actives 12% (n = 300,000); AID 2314, 2010; in the data active = max response mostly above about 13%, no sharp cut-off; inactive = mostly below about 14%; also: read at 38.3 µM for the half of the compounds with a filed dose; 0% is about no effect
Pf growth 48h: Primary qHTS for delayed death inhibitors of the malarial parasite plastid, 48 hour incubation | P. falciparum luciferase growth in erythrocytes, 48 h | actives 5.9% (n = 310,000) | AID 504832, 2011 | Potency, µM (top dose mostly 28.7 µM), for the others: at the highest dose activity change, negative = inhibition, hits mostly inhibitors; also: potency is read from the fitted curve at half-maximal effect; % is scaled to controls: 0 for no effect and ±100 for the full control effect
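Luciferase-expressing parasites in RBCs, 2% Hct / 0.1% parasitemia final; RPMI 1640 + 0.5% Albumax; 37 C, 5% CO2, one generation; luminescence read-out, lower signal = inhibition.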
An asterisk follows results filed as active; ? = inconclusive; nt = not tested or not shown; & = joins results of further samples; [ ] = remark or other dose. Unless noted, calls follow the shape of the dose curve; as a rule, active = well fitted curve in the direction sought with a large enough effect; inconclusive = small, poorly fitted or top-dose-only effect, or another doubt; inactive = no such curve, though single readings can be large; an effect the other way counts as inactive or inconclusive.

1	O=C1c2cccc3cccc(c23)C(=O)N1CCCSc1ncn[nH]1
2	CCCCn1c(NC(=O)c2ccco2)c(S(=O)(=O)c2ccc(C)cc2)c2nc3ccccc3nc21
3	CCCC1=C(C(=O)OCC)C(c2cccs2)n2ncnc2N1 (configuration not stated)
4	O=[N+]([O-])c1cc([N+](=O)[O-])c(N2CCOCC2)cc1NCc1ccccc1
5	Fc1c(F)c(F)c(/C=N/NC(=S)Nc2cccnc2)c(F)c1F
6	CC(=O)/C(=N/Nc1cccc(Cl)c1)N1CCOCC1

compound no.	1	2	3	4	5	6
Sm TGR block	-9%	?	-10%	10%	12%	-35%
FBPA Giardia inh	0%	?	-11%	-3%	2%	-4%
Pf growth 96h	3%	?	-5%	0%	?	nt
Shiga toxin inh	-3	1	18	-13	-11	-21
CHX counter	-3	-2	1	13	-2	-3
Pf growth 48h	12%[5.75 µM]	?	?	?	?	23%

7	O=C(Nc1ccc(F)cc1)NC1CCN(Cc2ccccc2)CC1
8	O=C(Nc1nc2c(s1)CCCC2)c1cc(-c2ccccc2)nc2ccccc12
9	COc1cccc2cc(C(=O)NCCc3ccccc3)c(=O)oc12
10	Cc1ccc(N2CC(C(=O)NCc3cccs3)CC2=O)cc1C (configuration not stated)
11	Cc1ccc(S(=O)(=O)c2cc3c(=O)n4cccc(C)c4nc3n(Cc3ccco3)c2=N)cc1C
12	CCCn1c(NC(=O)CN2C(=O)NC3(CCCCC3)C2=O)nc2ccccc21

compound no.	7	8	9	10	11	12
Sm TGR block	3%	-2%	3%	-9%	-23%	0%
FBPA Giardia inh	3%	0%	13%	7%	-16%	nt
Pf growth 96h	-31%[1.15 µM]	18%	9%	?	?	4%
Shiga toxin inh	4	19	-4	-3	19	nt
CHX counter	-4	14*	17*	-1	-3	nt
Pf growth 48h	13%	?	41%[activator]	9%	22%	?

13	OCC1N=C(c2ccccn2)OC1c1ccccc1 (configuration not stated)
14	COc1cc(C(=O)Nc2ccc(C)cc2C(NCC(=O)NN)c2ccccc2)cc(OC)c1OC (configuration not stated)
15	CC(=O)c1ccc(S(=O)(=O)N2CCN(C(=O)c3ccc(N)c([N+](=O)[O-])c3)CC2)cc1
16	CC(=O)Oc1ccccc1C(=O)Nc1ccccc1C(=O)N1CCCCC1
17	CC(=O)c1sc(-c2cccc(Cl)c2)nc1C
18	CCn1c(SCC(=O)c2ccc(CNC(C)=O)o2)nnc1-c1cccs1

compound no.	13	14	15	16	17	18
Sm TGR block	-21%	-18%	9%	-23%	-2%	?
FBPA Giardia inh	3%	9%	nt	7%	4%	2%
Pf growth 96h	?	4.7µM*	?	?	87%[activator]	20%
Shiga toxin inh	-6	12	nt	28	49	-16
CHX counter	-6	1	nt	-3	20*	-2
Pf growth 48h	-20%	5%[0.00184 µM]	?	?	70%[activator]	11%

One compound at a time, as listed above:
Profile of CCn1c(SCC(=O)c2ccc(CNC(C)=O)o2)nnc1-c1cccs1 : Sm TGR block: ?; FBPA Giardia inh: 2%; Pf growth 96h: 20%; Shiga toxin inh: -16; CHX counter: -2; Pf growth 48h: 11%
Profile of CC(=O)c1sc(-c2cccc(Cl)c2)nc1C : Sm TGR block: -2%; FBPA Giardia inh: 4%; Pf growth 96h: 87%[activator]; Shiga toxin inh: 49; CHX counter: 20*; Pf growth 48h: 70%[activator]

(listing goes on)
19	O=C(Nc1nnc(CCN2CCCCC2)s1)c1ccc(Cl)cc1Cl
20	C[C@H](NC(=O)[C@H](Cc1ccccc1)n1c(=O)[nH]c2ccccc2c1=O)C(=O)N1CCC[C@H]1C(=O)O
21	COC(=O)c1cccc(NC(=O)/C=C/c2ccc([N+](=O)[O-])cc2)c1
22	Cc1c(Cl)cccc1NC(=S)NNS(=O)(=O)c1ccc([N+](=O)[O-])cc1
23	CCOC(=O)c1c(C)[nH]c(C)c1S(=O)(=O)NCCc1ccco1
24	COc1ccc(C(=O)NCC2(c3ccccc3)CCOCC2)cc1

compound no.	19	20	21	22	23	24
Sm TGR block	9%	-20%	0%	-21%	-5%	7%
FBPA Giardia inh	-9%	0%	3%	nt	-9%	0%
Pf growth 96h	-8%	50%[activator]	18%	9%	-17%	10%
Shiga toxin inh	25	-3	13	-11	-2	63
CHX counter	3	2	10	4	-2	36*
Pf growth 48h	11%	4%	50%[activator]	-14%	12%	27%

25	CC(C)=CCc1c2c(c3occ(-c4ccc(O)cc4)c(=O)c3c1O)C=CC(C)(C)O2
26	COc1ccc(Cl)cc1NC(=O)CN(C)C(=O)c1ccc2n[nH]nc2c1
27	CCCCn1c(SCc2ccc(C(=O)OC)o2)nc2cc(S(N)(=O)=O)ccc21
28	Cn1c(Cc2ccccc2)nnc1SCC(=O)c1ccc(Br)s1
29	Cc1ccc(SCc2ccc(C(=O)Nc3nccs3)o2)cc1
30	Cc1cccc(NC(=S)N(CCN(C)C)C(C)c2cccnc2)c1 (configuration not stated)

compound no.	25	26	27	28	29	30
Sm TGR block	7%	-21%	0%	?	1%	-2%
FBPA Giardia inh	-11%&-18%	nt	?	-4%	-3%	7%
Pf growth 96h	?	17%	0%	0%	-9%	?
Shiga toxin inh	-6	nt	-11	22	81*	19
CHX counter	-1	nt	7	9	38*	-2
Pf growth 48h	?	?	?	-5%	2%	2%

31	CC(=O)Nc1ccc(S(=O)(=O)NC(C)C(=O)OCCOc2ccc(F)cc2)cc1 (configuration not stated)
32	COc1ccccc1-c1cn[nH]c1-c1ccc(OCc2ccccc2F)cc1O
33	O=C(NC1CCN(Cc2ccccc2)CC1)C1CCN(S(=O)(=O)c2ccc(Cl)cc2)CC1
34	CCS(=O)(=O)c1ccc(O)c(NC(=O)Nc2ccc(C(C)(C)C)cc2)c1
35	CCOC(=O)c1c(NC(=O)Cc2ccccc2)sc2c1CCN(C)C2
36	O=C1/C(=C\c2ccc3c(c2)OCO3)N2CCC1CC2

compound no.	31	32	33	34	35	36
Sm TGR block	-23%	-1%	-15%	0%	23%	?
FBPA Giardia inh	nt	-7%	nt	-11%	?	5%
Pf growth 96h	?	3.7µM*	?	-19%	0%	?
Shiga toxin inh	nt	-4	20	-1	4	-20
CHX counter	nt	-2	-4	2	-4	2
Pf growth 48h	?	7.4µM*	?	-15%	-21%	-10%

37	COc1ncccc1C(=O)N1CCCC(C(=O)c2cccc(OC(C)C)c2)C1 (configuration not stated)
38	O=C(Cc1ccc(S(=O)(=O)N2CCCC2)s1)N1CCN(c2ccccc2)CC1
39	N#Cc1cc(Oc2ccccc2)c(-n2nnc3ccccc32)cc1C#N
40	Cc1cc(C)cc(C(=O)OCC(=O)NCC(F)(F)F)c1
41	O=C(Nc1ccc(F)cc1F)c1ccc(-n2cncn2)nc1
42	CN(C)CCCNC(=O)C1(O)c2cc(Br)ccc2NC(=O)N1c1ccc(Cl)cc1 (configuration not stated)

compound no.	37	38	39	40	41	42
Sm TGR block	nt	-2%	5%	-6%	2%	-16%
FBPA Giardia inh	5%	-1%	4%	8%	19%	7%
Pf growth 96h	-26%	?	3%	-8%	15%	?
Shiga toxin inh	18	31	2	-4	-6	6
CHX counter	1	11	-2	-2	0	-3
Pf growth 48h	-6%	-8%	-1%	-13%	16%	2%

43	Cn1c(-n2cccc2)c(-c2c(-c3ccccc3)[nH]c3c2c(=O)[nH]c(=O)n3C)c(=O)[nH]c1=O
44	O=C(NCc1ccccn1)c1ccc(CNS(=O)(=O)c2cccc(C(F)(F)F)c2)cc1
45	Cc1ccc(S(=O)(=O)N2CCOCC2)cc1-c1n[nH]c(=S)n1-c1ccccc1
46	CCCC(c1nnnn1Cc1ccco1)N1CCN(C2CCCC2)CC1 (configuration not stated)
47	Cc1ccc2[nH]c(=O)c(CN(CCCN3CCOCC3)Cc3nnnn3C3CCCC3)cc2c1
48	CCOC(=O)c1[nH]c(C)c(/C(O)=C2\C(=O)C(=O)N(CCN(C)C)C2c2ccco2)c1C (configuration not stated)

compound no.	43	44	45	46	47	48
Sm TGR block	-3%	20%	-4%	-2%	?	56µM*
FBPA Giardia inh	nt	0%	nt	-14%	-2%	-20%
Pf growth 96h	16%	22%	-13%	12µM*	4%	nt
Shiga toxin inh	nt	-4	nt	-10	-5	-18
CHX counter	nt	-3	nt	-2	-4	-1
Pf growth 48h	-13%	1%	-10%	-11%	?	9%

Continued; it opens with the 2 that closed the last part.
47	Cc1ccc2[nH]c(=O)c(CN(CCCN3CCOCC3)Cc3nnnn3C3CCCC3)cc2c1
48	CCOC(=O)c1[nH]c(C)c(/C(O)=C2\C(=O)C(=O)N(CCN(C)C)C2c2ccco2)c1C (configuration not stated)
49	COc1ccc(OCC(O)Cn2c(=N)n(CCN3CCCCC3)c3ccccc32)cc1 (configuration not stated)
50	CNc1nc2ccccc2n1CC(=O)c1ccccc1
51	CCOC(=O)COc1ccc(S(=O)(=O)c2ccc(OCC(=O)OCC)cc2)cc1
52	Cc1cc(C)nc(/N=C(\N)Nc2ccc3c(c2)OCCO3)n1
53	Cc1ccc2c(CC(=O)O)coc2c1
54	CC(=O)c1ccc(N2CCN(S(=O)(=O)c3c(C)[nH]c(=O)[nH]c3=O)CC2)cc1

compound no.	47	48	49	50	51	52	53	54
Sm TGR block	?	56µM*	-9%	4%	9%	nt	-117%	0%
FBPA Giardia inh	-2%	-20%	1%	?	0%	-2%	8%	8%
Pf growth 96h	4%	nt	?	-107%	?	-2%	36%[activator]	17%
Shiga toxin inh	-5	-18	-26	20	21	41	-10	17
CHX counter	-4	-1	-6	22*	-3	17	-5	3
Pf growth 48h	?	9%	4.7µM*	83%[activator]	nt	?	26%	12%

55	Cc1cc(S(=O)(=O)Nc2ccccc2C)ccc1F
56	COc1ccc(/C=C2/SC(=O)N(NS(=O)(=O)c3ccccc3)C2=S)cc1OC
57	Brc1csc(/C=N/Nc2nc3ccccc3s2)c1
58	COc1ccc(NC(=O)CCNS(=O)(=O)c2ccc(Cl)c([N+](=O)[O-])c2)cc1S(N)(=O)=O
59	Cc1ccc(-n2nnnc2SCC(=O)NC(=O)Nc2ccc3c(c2)OCCO3)cc1
60	NCCc1ccccn1
61	CCOC(=O)c1ccc(-n2c(CN3CCN(CC)CC3)nc3ccc([N+](=O)[O-])cc3c2=O)cc1
62	O=C(/C=C/c1cccc([N+](=O)[O-])c1)N1CC[C@@]2(O)CCCC[C@H]2C1

compound no.	55	56	57	58	59	60	61	62
Sm TGR block	0%	38%[activator]	-1%	35µM*	-13%	nt	-36%	5%
FBPA Giardia inh	-9%	-14%	-5%	3%	0%	-7%	-18%	-4%
Pf growth 96h	?	nt	14%	?	-26%	nt	?	24%
Shiga toxin inh	19	-5	92*	-1	75*	-1	-16	-4
CHX counter	-3	-1	38*	-8	23*	-1	-10	1
Pf growth 48h	-10%	10%	20%	?	29%	nt	?	12%

High-throughput results from PubChem.
